GSTO1 inh = inhibitors of recombinant GSTO1, primary screen, counter-screen for RBBP9 inhibitor project, biochemical, fluorescence polarization | Glutathione S-transferase omega-1 (Homo sapiens), P78417 | activity-based probe fluorescence polarization | inhibition, % at 5.96 µM | 300,000 compounds, 1.1% hits | AID 1974, 2009;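 active = inhibition above the campaign mean inhibition plus 3 SD, cut at about 35% in these data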;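 also: 0% = GSTO1-1 with DMSO and 100% = wells lacking GSTO1-1 enzyme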
Target sequence (P78417 whole entry, looked up): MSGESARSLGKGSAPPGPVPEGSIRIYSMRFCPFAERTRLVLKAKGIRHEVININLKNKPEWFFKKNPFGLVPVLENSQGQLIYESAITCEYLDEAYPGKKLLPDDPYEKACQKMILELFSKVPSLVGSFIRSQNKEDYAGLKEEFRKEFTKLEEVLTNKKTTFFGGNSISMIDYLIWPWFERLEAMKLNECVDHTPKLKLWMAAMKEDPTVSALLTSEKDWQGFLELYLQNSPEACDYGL
Fam108B counter = mouse Fam108B serine hydrolase inhibitors, primary screen, counter-screen for RBBP9 inhibitor project, biochemical, fluorescence polarization; 300,000 compounds, 0.33% hits; inhibition, % at 9.51 µM; recombinant Fam108B, FP-Rh probe fluorescence polarization;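 active = inhibition above the screen mean inhibition plus 3 SD, computed separately per campaign, cut at about 18% in these data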;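 also: inhibitors lower polarization as less probe binds the enzyme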
pPAFAH inh = pPAFAH enzyme inhibitors, primary screen, biochemical, fluorescence polarization, human | Platelet-activating factor acetylhydrolase (Homo sapiens), Q13093 | recombinant pPAFAH, FP-rhodamine probe fluorescence polarization | inhibition, % at 3.39 µM | 330,000 compounds, 1.5% hits;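 active = inhibition above the mean inhibition across the screen plus 3 SD, cut at about 25% in these data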;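 also: inhibitors block binding of the rhodamine activity-based probe so polarization drops; 0% = enzyme with DMSO and 100% = wells lacking pPAFAH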
PAD4 inh = human PAD4 inhibitors, primary screen, biochemical, fluorescence polarization, 1536-well format; 330,000 compounds, 0.41% hits; inhibition, % at 6.36 µM; AID 485272, 2010; Protein-arginine deiminase type-4 (Homo sapiens), Q9UM07; recombinant PAD4, RCA probe fluorescence polarization;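 active = percent inhibition above a cutoff equal to the mean of all tested compounds plus 3 SD, cut at about 15% in these data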;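 also: 0% = PAD4 with RCA probe and DMSO and 100% = probe without PAD4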
PAFAH1B3 inh = PAFAH1B3 enzyme inhibitors, primary screen, biochemical, fluorescence polarization, human; 340,000 compounds, 0.28% hits; recombinant PAFAH1B3, FP-rhodamine probe; inhibition, % at 3.39 µM; Platelet-activating factor acetylhydrolase IB subunit alpha1 (Homo sapiens), Q15102;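 active = inhibition above the screen-wide average of all tested compounds plus 3 SD, cut at about 25% in these data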;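 also: 0% = enzyme with DMSO only and 100% = wells lacking PAFAH1B3 protein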
PME-1 primary = PME-1 inhibitors via competitive probe labeling, primary screen, biochemical, fluorescence polarization, FP-Rh probe, HTS. recombinant PME-1. inhibition, % at 5.9 µM. 320,000 compounds, 0.53% hits. AID 2130, 2009;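 active = inhibition above the campaign mean of all compounds plus 3 SD, cut at about 26% in these data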;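 also: competitive labeling of PME-1 active site by serine hydrolase directed probe; 0% = PME-1 with DMSO and 100% = wells lacking PME-1 enzyme; inhibitors block probe labeling so polarization falls and inhibition rises; many of its hits are not listed in these tables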
LYPLA1 inh = LYPLA1 inhibitors, primary screen, counter-screen for PME1 inhibitor project, biochemical, fluorescence polarization, FP-Rh probe ABPP | Acyl-protein thioesterase 1 (Homo sapiens), O75608 | recombinant LYPLA1 | inhibition, % at 5.9 µM | 320,000 compounds, 0.16% hits;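 active = inhibition above the mean of all tested compounds plus 3 SD, set per campaign, cut at about 14% in these data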;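 also: inhibitors block serine hydrolase probe labeling of LYPLA1 so polarization falls; 0% = enzyme with DMSO and 100% = wells lacking LYPLA1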
Target sequence (O75608 whole entry, looked up): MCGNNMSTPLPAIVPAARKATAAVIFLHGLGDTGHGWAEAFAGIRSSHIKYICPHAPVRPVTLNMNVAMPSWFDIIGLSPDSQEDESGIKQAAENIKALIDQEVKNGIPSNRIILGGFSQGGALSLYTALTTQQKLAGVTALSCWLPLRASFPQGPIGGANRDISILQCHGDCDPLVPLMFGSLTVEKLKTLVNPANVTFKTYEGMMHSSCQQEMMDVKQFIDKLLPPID
PAFAH1B2 FP inh = PAFAH1B2 enzyme inhibitors, primary screen, biochemical, fluorescence polarization, human. 340,000 compounds, 1.2% hits. recombinant PAFAH1B2, FP-rhodamine activity probe. inhibition, % at 3.39 µM. AID 492953, 2010;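 active = inhibition above the mean of all tested compounds plus 3 SD, cut at about 24% in these data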;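 also: 0% = enzyme with DMSO and 100% = wells lacking PAFAH1B2; many of its hits are not listed in these tables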
Target sequence (P68402 whole entry, looked up): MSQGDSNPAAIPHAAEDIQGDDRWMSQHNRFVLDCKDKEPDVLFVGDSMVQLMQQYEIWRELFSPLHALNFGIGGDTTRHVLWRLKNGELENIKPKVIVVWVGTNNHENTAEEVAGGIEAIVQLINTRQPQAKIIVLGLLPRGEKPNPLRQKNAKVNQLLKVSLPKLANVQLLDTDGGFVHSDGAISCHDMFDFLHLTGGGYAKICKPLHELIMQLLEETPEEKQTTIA
PAFAH2 inh = PAFAH2 enzyme inhibitors, primary screen, biochemical, fluorescence polarization, human; 340,000 compounds, 0.99% hits; recombinant PAFAH2, FP-rhodamine activity probe; inhibition, % at 3.39 µM;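 active = inhibition above the mean over all tested compounds plus 3 SD, cut at about 30% in these data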;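 also: inhibitors block probe labeling of enzyme so polarization drops; 0% = enzyme with DMSO and 100% = wells lacking PAFAH2 protein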
* hit, by the source's call; nt = not tested or not shown.

[1] O=C(CSc1nnc(-c2ccc(F)cc2)o1)Nc1ccc(S(=O)(=O)N2CCCCCC2)cc1
[2] CCOc1ccc(OCCCCN2CCCC2)cc1
[3] COc1cc(NC(=O)c2ccccc2)c(OC)cc1NC(=O)Cc1cccs1
[4] C=CCOc1cccc(/C=C\c2nc(O)c([N+](=O)[O-])c(=O)[nH]2)c1
[5] CCOc1ccc(S(=O)(=O)NCCC(=O)Nc2nnc(C)s2)cc1
[6] CC(=O)c1c(C)[nH]c(C(=O)NNC(=O)c2ccc(C)cc2)c1C
[7] CCOC(=O)c1ccc(N2C(=O)CC(N3CCC(O)(c4ccc(Br)cc4)CC3)C2=O)cc1 (centres undefined)
[8] O=C(NCCc1c[nH]c2ccccc12)c1cc2sccc2n1Cc1ccccc1
entry no.,1,2,3,4,5,6,7,8
GSTO1 inh,-12.1,3.5,14.9,-3.7,0.2,nt,-6.5,-11.1
Fam108B counter,-8.2,0.5,2.5,-7.4,-1.5,nt,-2.1,4.5
pPAFAH inh,4.0,3.5,46.4*,3.8,6.4,1.6,7.6,7.7
PAD4 inh,-1.3,0.5,-8.6,-2.0,-2.0,-0.2,-5.5,-0.8
PAFAH1B3 inh,5.1,6.0,nt,8.1,6.8,-2.8,8.4,3.7
PME-1 primary,-10.1,-6.0,-3.8,-4.7,5.3,nt,-1.1,-2.6
LYPLA1 inh,-7.3,-1.2,-6.5,-0.2,-1.6,nt,3.0,-7.2
PAFAH1B2 FP inh,-0.9,5.3,nt,0.6,-0.2,6.4,5.4,-5.8
PAFAH2 inh,-7.0,1.0,nt,0.5,6.3,0.5,4.7,-1.6

Copied from the list:
`CCOC(=O)c1ccc(N2C(=O)CC(N3CCC(O)(c4ccc(Br)cc4)CC3)C2=O)cc1` (centres undefined) in PME-1 primary = -1.1
`O=C(NCCc1c[nH]c2ccccc12)c1cc2sccc2n1Cc1ccccc1` in PAFAH1B3 inh = 3.7

Next part:
[9] Nc1c(C(=O)N2CCOCC2)sc2nc3c(cc12)CCCC3
[10] Cc1ccc(C)c(N2CCN(C(c3ccc(N(C)C)cc3)c3nnnn3C(C)(C)C)CC2)c1 (centres undefined)
[11] COc1ccccc1CC(=O)NCCCc1ccccc1
[12] O=C1CN(C(=O)c2c(F)cccc2F)C(c2ccc(F)cc2)c2cc(F)ccc2N1 (centres undefined)
[13] COc1ccc(-c2[nH]ncc2CN(C)C(C)c2ccncn2)c(F)c1 (centres undefined)
[14] Clc1nc(-c2ccccc2)cc(-c2ccc(Br)cc2)n1
[15] O=[N+]([O-])c1ccc(-c2csc3[n+]2CCS3)cc1
[16] CCOC(=O)N1CCN(C(=O)CCN2C(=O)/C(=C\c3cccc(OC)c3)SC2=S)CC1
entry no.,9,10,11,12,13,14,15,16
GSTO1 inh,5.5,3.6,4.9,3.2,10.5,-0.1,7.1,-2.0
Fam108B counter,-3.1,-0.8,-4.5,0.2,3.4,-16.9,1.5,-1.2
pPAFAH inh,1.6,2.2,6.3,2.6,2.0,1.1,1.3,1.9
PAD4 inh,4.3,0.7,-8.3,3.0,1.5,1.1,-3.8,-5.2
PAFAH1B3 inh,6.6,15.1,11.6,-3.7,9.4,-2.6,0.7,8.0
PME-1 primary,0.7,5.6,-5.5,26.0,-2.9,4.5,2.1,-1.8
LYPLA1 inh,3.5,4.1,2.0,1.3,-0.4,-0.8,-0.9,-0.8
PAFAH1B2 FP inh,-0.9,-0.4,4.0,3.0,3.1,0.6,0.6,1.2
PAFAH2 inh,2.7,3.6,6.8,-2.1,7.1,-18.4,3.0,18.5

[17] COc1ccc(NC(C)C(=O)Nc2ccc(C#N)cc2)cc1Cl (centres undefined)
[18] COc1ccc(-n2c(Cc3cccn3C)nnc2SCC(=O)Nc2cccc(Cl)c2)cc1
[19] COc1ccc(CNc2ncnc3ccccc23)cc1
[20] CC(C1CC1)N(Cc1ccccc1)C(=O)NC(=O)c1cccc(F)c1 (centres undefined)
[21] C(=N\n1cnnc1)/c1cccc2ccccc12
[22] CC(C)(C#N)Nn1cnnc1
[23] COc1ccc(CCCNC(=O)C2CCC(=O)N(CC3CCCCC3)C2)cc1 (centres undefined)
[24] O=C(Nc1ccccc1C(=O)O)c1cccc(F)c1
entry no.,17,18,19,20,21,22,23,24
GSTO1 inh,9.4,2.1,1.1,14.2,3.4,11.0,4.6,-20.2
Fam108B counter,1.9,-2.4,-1.8,-0.1,4.2,2.9,6.5,2.1
pPAFAH inh,5.0,6.3,0.8,-0.6,0.2,2.3,4.0,-1.3
PAD4 inh,-0.8,-6.2,4.3,2.5,1.6,-1.1,-4.6,-3.6
PAFAH1B3 inh,7.8,-1.9,9.7,10.0,9.2,6.5,14.0,6.7
PME-1 primary,3.2,-5.9,-2.1,-3.6,3.1,-5.6,0.6,0.7
LYPLA1 inh,-0.2,0.6,-3.3,-1.4,0.6,-1.1,3.8,-1.6
PAFAH1B2 FP inh,8.0,-1.2,2.2,0.9,-4.5,-2.9,6.1,2.6
PAFAH2 inh,-3.3,2.1,-14.1,3.5,-9.9,9.0,-8.2,-2.4

[25] CC1NC(=O)NC1CCCCCC(=O)Nc1ccc(F)cc1 (centres undefined)
[26] COc1ccc(/C=N\NC(=O)c2cccc(Br)c2)c(OC)c1
[27] COc1ccccc1N1CCC(N2CCN(CC(C)(C)C)C(CCO)C2)CC1 (centres undefined)
[28] COc1ccc(-c2nc(CN3CCC(C(=O)N4CCc5ccccc54)CC3)c(C)o2)cc1OC
[29] O=C(NC1CCCC1)NS(=O)(=O)c1ccccc1Cl
entry no.,25,26,27,28,29
GSTO1 inh,0.1,-2.0,1.8,-2.7,3.1
Fam108B counter,0.4,2.9,0.2,1.4,-4.2
pPAFAH inh,2.0,-0.4,-4.0,-5.7,-0.4
PAD4 inh,-1.1,-5.2,1.2,0.9,7.9
PAFAH1B3 inh,7.0,0.4,-1.9,-3.3,-5.0
PME-1 primary,2.3,-10.9,0.7,-0.1,-6.2
LYPLA1 inh,2.8,4.8,0.8,-0.2,0.4
PAFAH1B2 FP inh,1.7,1.1,3.0,1.6,0.4
PAFAH2 inh,3.6,3.1,7.0,-8.3,-1.8

4 entries picked at random from those above, as already listed:
[12] O=C1CN(C(=O)c2c(F)cccc2F)C(c2ccc(F)cc2)c2cc(F)ccc2N1 (centres undefined)
[8] O=C(NCCc1c[nH]c2ccccc12)c1cc2sccc2n1Cc1ccccc1
[29] O=C(NC1CCCC1)NS(=O)(=O)c1ccccc1Cl
[15] O=[N+]([O-])c1ccc(-c2csc3[n+]2CCS3)cc1
entry no.,12,8,29,15
GSTO1 inh,3.2,-11.1,3.1,7.1
Fam108B counter,0.2,4.5,-4.2,1.5
pPAFAH inh,2.6,7.7,-0.4,1.3
PAD4 inh,3.0,-0.8,7.9,-3.8
PAFAH1B3 inh,-3.7,3.7,-5.0,0.7
PME-1 primary,26.0,-2.6,-6.2,2.1
LYPLA1 inh,1.3,-7.2,0.4,-0.9
PAFAH1B2 FP inh,3.0,-5.8,0.4,0.6
PAFAH2 inh,-2.1,-1.6,-1.8,3.0

An excerpt; rates above refer to the full screens.
